Assay outcomes from PubChem BioAssay.
Sm TGR block = qHTS Assay for the Inhibitors of Schistosoma Mansoni Peroxiredoxins | purified TGR, DTNB reduction, TNB absorbance 405 nm | AID 485364, 2010 | Schistosoma mansoni thioredoxin glutathione reductase (TGR), Q962Y6 | actives 3% (n = 360,000) | Potency, µM (doses to about 114 µM), without a hit: at the top dose activity change, negative = inhibition, hits mostly inhibitors; also: nearly all actives have a fitted effect of over 60% in size
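Kinetic colorimetric format: TGR-catalysed, NADPH-driven DTNB reduction monitored via TNB absorbance. Enzyme dispensed at 20 nM; compound exposure 15 min at room temperature before reaction start.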
LmPK inh = qHTS Assay for Inhibitors of Leishmania Mexicana Pyruvate Kinase (LmPK); actives 0.37% (n = 290,000); Potency, µM (series often up to 57.5 µM), for the others: top-dose activity change, negative = inhibition, hits mostly inhibitors; Q27686; purified LmPK, Kinase-Glo ATP luminescence, 1 h
Target sequence (Q27686 whole entry, looked up): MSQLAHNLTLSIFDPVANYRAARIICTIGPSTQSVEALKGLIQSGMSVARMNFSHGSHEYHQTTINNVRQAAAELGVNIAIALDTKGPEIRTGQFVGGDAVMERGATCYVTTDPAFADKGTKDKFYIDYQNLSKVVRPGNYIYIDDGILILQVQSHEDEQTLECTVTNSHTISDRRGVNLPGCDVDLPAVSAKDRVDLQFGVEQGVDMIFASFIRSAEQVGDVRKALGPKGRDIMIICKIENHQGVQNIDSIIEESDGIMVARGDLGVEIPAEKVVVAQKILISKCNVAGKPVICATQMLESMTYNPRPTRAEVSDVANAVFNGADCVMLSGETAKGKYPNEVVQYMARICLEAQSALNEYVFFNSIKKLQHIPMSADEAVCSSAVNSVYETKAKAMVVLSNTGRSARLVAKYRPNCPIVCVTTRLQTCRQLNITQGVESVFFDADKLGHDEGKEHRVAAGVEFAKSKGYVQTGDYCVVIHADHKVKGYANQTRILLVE
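0.1 nM LmPK, 0.5 mM PEP, 0.1 mM ADP; 50 mM imidazole pH 7.2, 7 mM MgCl2, 50 mM KCl; 1 h RT. Kinase-Glo luminescence readout, normalized to no-enzyme (full inhibition) and uninhibited wells.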
HCV inhibitor = qHTS Assay for Inhibitors of Hepatitis C Virus (HCV) | Huh7.5.1 HCVcc-Cre infection, luciferase reporter, 44 h | Potency, µM (doses to about 41.8 µM), inactives show at the top dose activity change, negative = inhibition, most hits filed as inhibitors | actives 3.4% (n = 340,000) | AID 651820, 2012
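A cell-based infection assay in which seeded cells (1,000 per well) receive test compound after 4 h, are inoculated with HCVcc-Cre at approximately 0.5 moi, and are incubated 44 h before luminescence detection.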
Tb PYK inh = qHTS of Trypanosoma Brucei Inhibitors; pyruvate kinase (Trypanosoma brucei), Q57TT1; TbPYK enzyme, Kinase-Glo Plus ATP luminescence, 45 min; Potency, µM (doses to about 76.8 µM), inactives show top-dose activity, negative = inhibition, actives largely listed as inhibitors; actives 0.12% (n = 410,000); AID 624173, 2012; also: nearly all actives have a fitted effect of over 50% in size
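T. brucei PYK with substrate was exposed to pin-transferred compounds across a concentration series, then started with 130 uM ADP (final). After 45 min at room temperature, Kinase-Glo Plus luminescence was read, normalized and curve-fitted.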
Pf growth 96h = Primary qHTS for delayed death inhibitors of the malarial parasite plastid, 96 hour incubation; actives 6.9% (n = 320,000); AID 504834, 2011; Potency, µM (titrated, usually from 28.7 µM), without a hit: at the highest dose activity change, negative = inhibition, most hits filed as inhibitors; P. falciparum luciferase reporter growth, 96 h
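Parasite growth measured via integrated firefly luciferase reporter in P. falciparum. Infected erythrocytes at 2% hematocrit, 0.05% parasitemia final were treated 96 hours at 37 C under 5% CO2, and luminescence was read.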
Pf growth 48h = Primary qHTS for delayed death inhibitors of the malarial parasite plastid, 48 hour incubation; P. falciparum luciferase growth in erythrocytes, 48 h; Potency, µM (doses to about 28.7 µM), for the others: at the top dose activity change, negative = inhibition, usual class: inhibitors; actives 5.9% (n = 310,000)
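In quantitative HTS format, infected erythrocytes bearing luciferase-reporter parasites were treated for a single generation at 37 C. Luminescence after adding detection reagent served as the growth measure.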
An asterisk follows results filed as active; ? = inconclusive; / = not tested or not shown; & = joins results of further samples; [ ] = dose if it differs, or a comment. Calls follow the shape of the dose curve; as a rule, active = well fitted curve in the direction sought with a large enough effect; inconclusive = small, poorly fitted or top-dose-only effect, or another doubt; inactive = no such curve, though single readings can be large; an effect the other way counts as inactive or inconclusive. % is scaled to controls: 0 for no effect and ±100 for the full control effect; potency is read from the fitted curve at half-maximal effect.

Molecule	Sm TGR block	LmPK inh	HCV inhibitor	Tb PYK inh	Pf growth 96h	Pf growth 48h
Cc1cc(C)cc(NC(=O)C2CCCN2S(=O)(=O)c2ccc3c(c2)C(C)(C)C(=O)N3C)c1 (configuration not stated)	-13%&-1%	-3%	0%	-1%&-2%	?	?
CC(=O)Nc1cc(NC(C)=O)cc(C(=O)OCC(=O)N2CC(C)OC(C)C2)c1 (configuration not stated)	0%	0%	-10%	-2%	44%[activator][5.75 µM]	8%
CCOc1ccc(Cc2onc3c2C(=O)CC(C)(C)C3)cc1OCC	2%	-2%	?	-9%	9%	?
O=C(Nc1cc(C(F)(F)F)ccc1Cl)C(Sc1ccccn1)c1ccccc1 (configuration not stated)	19%	12%	-20%	6%	?	?
COc1ccc(C(=O)NNC(=O)c2cc3cccc(OC)c3oc2=O)cc1	-1%	-2%	-8%	1%	?	1%
Cc1ccc(S(=O)(=O)N(C)Cc2ccc(-c3nnc4n3CCC4)cc2)cc1	7%	-3%	4%	-10%	11%	10µM*
CC(=O)Nc1ccc(OS(=O)(=O)c2c(C)cc(C)cc2C)cc1	-1%	11%	-13%	1%	-15%	-6%
Cc1ccc(CN2CC(C(=O)Nc3ccc4c(C)cc(=O)oc4c3)CC2=O)cc1 (configuration not stated)	15%[11.4 µM]	9%	-15%	4%	?	/
CC(C)(O)CNC(=O)Nc1ccc(Cl)c(Cl)c1	-2%	5%	-9%	-3%	38%[activator]	25%
COCCN(CCOC)S(=O)(=O)c1ccc(C(=O)Nc2nnc(C3CC3)o2)cc1	0%	0%	-2%	6%	/	-11%
COc1ccc(S(=O)(=O)NC(CC(=O)NCc2ccco2)c2ccco2)cc1 (configuration not stated)	-11%	0%	14%	-8%	157%[activator]	-13%
Cc1ccccc1C(=O)c1cccn1CC(=O)NCCC1=CCCCC1	9%	9%[11.5 µM]	-6%	6%	7%	14%
Cc1ccc(S(=O)(=O)NC(=O)Nc2ccc(N(C)C)cc2)cc1	50µM*	-26%	?	-29%	0.47µM*	0.74µM*
O=C(Cn1nnc(-c2cccs2)n1)N1CCc2ccccc2C1	10%	5%	3%	3%	?	-1%
CCOC(=O)N1CCN(CC(=O)Nc2ccc(F)cc2)CC1	0%	-10%	6%	-5%	232%[activator]	-14%

Next section
Molecule	Sm TGR block	LmPK inh	HCV inhibitor	Tb PYK inh	Pf growth 96h	Pf growth 48h
CCCCCCn1c(=O)c(-c2nc3ccccc3c(=O)[nH]2)c(O)c2ccccc21	-10%	2%	/	/	1%	17%
COc1ccc(OC)c(S(=O)(=O)NCC(=O)NC2CCCCCC2)c1	-3%	/	0%	-2%	-21%	?
Cc1ccc(S(=O)(=O)NCC2CCC(C(=O)NCc3ccco3)CC2)cc1 (configuration not stated)	-22%	2%	-5%	4%	34%[activator]	-3%
COc1ccc(OC)c(NC(=O)[C@@]2(CC(=O)O)CC(/C=C/c3ccccc3)=NO2)c1	?	-10%	5%	-2%	18%	10%
C=C(C)COc1ccc(-c2nc(N)ncc2Oc2ccccc2OCC)c(O)c1	8%	-3%	4.5µM*	-8%	-70%	?
O=C1c2ccccc2C(Nc2ccc(S(=O)(=O)N3CCCCCC3)cc2)N1Cc1ccco1 (configuration not stated)	-30%	10%	-22%	-4%	24%	/
COc1cc(Cc2nccc3cc(OC)c(OC)cc23)c(NC(C)=O)cc1OC	8%	-2%	25%	1%	0%	-19%
CC1(C)Cc2c(c(=S)nc(-c3ccccc3)n2CCN2CCOCC2)CO1	?	-2%	-10%	-4%	15%	-8%
O=P(c1ccccc1)(c1ccccc1)c1ccc(O)cc1	-10%	4%	13%	-5%	10%	-7%
C=CCNCc1cc(=O)n2c(-c3ccccc3)csc2n1	?	2%	9%	37%[activator]	3%	-16%
COc1cccc(NC(=O)C2COc3ccccc3O2)c1 (configuration not stated)	2%	10%	-3%	-7%	?	82%[activator]
COc1ccc(-c2cn3cc(Br)cnc3n2)cc1	-8%	-11%	6%	7%	56%[activator]	53%[activator]
CN(CCC#N)C(=O)COC(=O)c1cc(Cl)cc(Cl)c1N	-2%	8%	11%	-2%	30%[activator]	-9%
Cc1ccsc1C(=O)Nc1ccc(S(=O)(=O)N2CCOCC2)cc1	-6%	/	-1%	-6%	-23%	-1%
O=C1CNC(=O)/C(=C\c2ccccc2)N1	0%	3%	12%	-1%	31%[activator]	13%

Further structures
Molecule	Sm TGR block	LmPK inh	HCV inhibitor	Tb PYK inh	Pf growth 96h	Pf growth 48h
CC(C)(C)c1ccc(C(=O)NNc2cc(Cl)cc(Cl)c2)cc1	1%	-3%	-17%	9%	-25%	-10%
COc1ccc(-c2c(C)nn3c(N4CCCCCC4)cc(C)nc23)cc1OC	15%	2%	11µM*	0%	-18%	1%[0.00184 µM]
COCCCn1c(=N)c(C(=O)NCC2CCCO2)cc2c(=O)n3cccc(C)c3nc21 (configuration not stated)	-9%	0%	-2%	7%	-23%	-18%
CSc1nsc(SC)c1NC(=O)N1CCCCC1	0%	2%	-1%	-16%	30%	/
CSc1ccc(/C=N/NC(=O)c2cc(O)cc(O)c2)cc1	-7%	?	0%	-6%	55%[activator]	98%[activator]
COc1ccc2c(CC(=O)Nc3nc(C)cs3)coc2c1	0%	3%	20%	-2%	-2%	-10%
COc1ccc(NC(=O)CN2CCc3ccccc3C2)cc1S(=O)(=O)N1CCOCC1	1%	0%	-9%	0%	?	?
CN1/C(=C\C(=O)c2oc3ccccc3c2N)C(C)(C)c2ccccc21	-14%	-4%	?	-5%	/	?
COc1ccc(CNC(=O)Cn2nc(C(F)(F)F)c3c2CCC3)cc1	5%	-7%	13%	/	/	15%
COc1ccc(OC)c(-c2csc(NC(=O)CSCc3c(C)noc3C)n2)c1	1%	/	11µM*	-4%	?	?
CCc1noc(C)c1C(=O)Oc1ccc(N(C)S(=O)(=O)c2ccc(C)c(C)c2)cc1	-2%	/	?	7%	2%	5%
COc1ccc(S(=O)(=O)N2c3cc(Cl)ccc3Oc3nc4ccccc4nc32)cc1	8%	1%	?	-10%	32%[activator]	30%
O=C(CSc1nncs1)Nc1cccc2ccccc12	-6%	/	10%	0%	31%[activator]	18%
c1coc(-c2nc3nc4ccccc4n3nc2-c2ccco2)c1	45µM*	-3%	8%	-10%	?	?
Cc1cc(N2CCOCC2)nc2ccc(NC(=O)CCC(=O)N3CCN(c4ccccc4)CC3)cc12	-11%	0%	?	-6%	?	-28%

Continued:
Molecule	Sm TGR block	LmPK inh	HCV inhibitor	Tb PYK inh	Pf growth 96h	Pf growth 48h
O=C(CCC1CCCN(C(=O)c2cccs2)C1)N1CCN(c2ccccn2)CC1 (configuration not stated)	7%	1%	-5%	1%	191%[activator]	?
COc1nc(N)nc(N)c1NS(=O)(=O)c1ccc(C)cc1	1%	-11%	7%	3%	14%	1%
CC1CC(C)CN(c2ccc(C(=O)NCc3ccc4c(c3)OCO4)cc2[N+](=O)[O-])C1 (configuration not stated)	-2%	1%	?	3%	-25%	-24%
CCC(C)Nc1nc(CN2CCOCC2)nc2sc3c(c12)CCC3 (configuration not stated)	3%	1%	?	4%	9.3µM*	/
COc1ccc(N2C(=O)C3C4C=CC(c5ccccc5)(C3C2=O)C2C(=O)N(c3ccc(OC)cc3)C(=O)C42)cc1 (configuration not stated)	/	0%	-11%	1%	19%	-16%
COc1cc(/C=C2/SC(=O)NC2=O)ccc1OCc1ccccc1	-7%	-5%	19%	-11%	?	14%
CC(C)CC(=O)NC(=S)Nc1ccccc1N1CCCC1	10%	4%	-13%	-11%	?	?
O=[N+]([O-])c1cc(C(F)(F)F)ccc1NCCOc1ccccc1	-12%	-4%	-23%	5%	55%[activator]	41%[activator]
CC(=O)c1cccc(NCC(=O)Nc2cccc(S(=O)(=O)N3CCCCC3)c2)c1	2%	/	?	-7%	?	?
COc1ccc(-c2c(C(F)(F)F)nn(C)c2NC(C)=O)cc1	-14%	7%	0%	-11%	?	?
CCOc1ccc(-c2nnc(N(CC)C(=O)C3CCC3)s2)cc1	9%	0%	?	-7%	6.6µM*	?
CCN=C1SC(CC(=O)Nc2sc(C)c(C)c2C(=O)OC)C(=O)N1CC (configuration not stated)	0%	4%	-8%	-1%	9%	-1%
COc1ccc(C2c3c(noc3C)CC(C)(O)C2C(C)=O)cc1 (configuration not stated)	83%[activator]	3%	4%	-2%	17%	9%
COc1cc(C(=O)NCC(c2cccnc2)N2CCN(c3ccc(F)cc3)CC2)cc(OC)c1OC (configuration not stated)	-5%&3%	-2%[11.5 µM]	-12%	-21%&-16%	?	?
CC1=CCC2C(=O)N(c3ccc(OC(=O)c4ccco4)cc3)C(=O)C2C1 (configuration not stated)	3%	8%	7%	-6%	14%	2%
O=C(NCc1ccncc1)c1ccc2nc(Cc3ccccc3F)oc2c1	65%[activator]	-4%	/	7%	?	15%
Cc1ccc(S(=O)(=O)N(C)/N=C/C=C/c2ccccc2)cc1	-8%	9%	6%	-8%	72%[activator]	16%
O=C(NC1CCCCC1)c1cc(-c2ccccn2)nc2ccccc12	-6%	2%	-6%	-2%	?	?
